Nrf2 block = blocks Nrf2 signaling; 360,000 tested, 2.1% active; AID 504444; Potency, µM (highest dose often 46 µM), inactives show at the highest dose activity change, negative = inhibition, most hits filed as inhibitors; A549 ARE-Fluc reporter, luciferase luminescence, 18-24 h; also: % is scaled to controls: 0 for no effect and ±100 for the full control effect; nearly all actives have a fitted effect of over 60% in size
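Quantitative HTS in A549 cells stably bearing an antioxidant response element-firefly luciferase construct. Inhibition of Nrf2-driven transcription was scored by luminescence after 18-24 h of compound exposure at 37 °C.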
TGFb SMAD3 inh = inhibitors of TGF-b signaling; HepG2 CAGA-GFP TGF-b/SMAD3 reporter, GFP fluorescence, 18 h; TGF-beta stimulated, 500 pg/mL final; Potency, µM (doses to about 46.1 µM), for the others: at the highest dose activity, negative = inhibition, hits mostly inhibitors; 410,000 tested, 1.2% active; AID 588855; also: % is scaled to controls: 0 for no effect and ±100 for the full control effect; nearly all actives have a fitted effect of over 65% in size
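Inhibition of TGF-beta-driven CAGA-GFP reporter expression in HEPG2 cells is measured by cellular GFP fluorescence after 18 h stimulation with 500 pg/mL recombinant TGF-beta in 1% FBS medium at 37 degrees C.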
ATXN2 expr inh = reduces ATXN2 reporter expression in HEK-293 cells; 360,000 tested, 0.72% active; Potency, µM (top dose mostly 57 µM), for inactives: top-dose activity change, negative = inhibition, most hits filed as inhibitors; HEK-293 ATXN2-luciferase reporter, luminescence, 24 h; also: % is scaled to controls: 0 for no effect and ±100 for the full control effect; nearly all actives have a fitted effect of over 55% in size
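ATXN2-luciferase reporter cells (luciferase flanked by upstream and downstream ATXN2 gene portions) were treated 24 h at 37 °C with compounds at up to 57 uM. SteadyGlo luminescence gave expression; GF-AFC fluorescence gave viability.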
EPAC2 antag = EPAC2 (human) antagonism; EPAC2 GEF exchange of Rap1B-BODIPY-GDP, fluorescence; Potency, µM (doses to about 114 µM), inactives show top-dose activity, negative = inhibition, actives largely listed as inhibitors; 360,000 tested, 0.18% active; AID 720708; also: % is scaled to controls: 0 for no effect and ±100 for the full control effect; nearly all actives have a fitted effect of over 45% in size; many of its hits are not listed in these tables
Target sequence (Q8WZA2 whole entry, looked up): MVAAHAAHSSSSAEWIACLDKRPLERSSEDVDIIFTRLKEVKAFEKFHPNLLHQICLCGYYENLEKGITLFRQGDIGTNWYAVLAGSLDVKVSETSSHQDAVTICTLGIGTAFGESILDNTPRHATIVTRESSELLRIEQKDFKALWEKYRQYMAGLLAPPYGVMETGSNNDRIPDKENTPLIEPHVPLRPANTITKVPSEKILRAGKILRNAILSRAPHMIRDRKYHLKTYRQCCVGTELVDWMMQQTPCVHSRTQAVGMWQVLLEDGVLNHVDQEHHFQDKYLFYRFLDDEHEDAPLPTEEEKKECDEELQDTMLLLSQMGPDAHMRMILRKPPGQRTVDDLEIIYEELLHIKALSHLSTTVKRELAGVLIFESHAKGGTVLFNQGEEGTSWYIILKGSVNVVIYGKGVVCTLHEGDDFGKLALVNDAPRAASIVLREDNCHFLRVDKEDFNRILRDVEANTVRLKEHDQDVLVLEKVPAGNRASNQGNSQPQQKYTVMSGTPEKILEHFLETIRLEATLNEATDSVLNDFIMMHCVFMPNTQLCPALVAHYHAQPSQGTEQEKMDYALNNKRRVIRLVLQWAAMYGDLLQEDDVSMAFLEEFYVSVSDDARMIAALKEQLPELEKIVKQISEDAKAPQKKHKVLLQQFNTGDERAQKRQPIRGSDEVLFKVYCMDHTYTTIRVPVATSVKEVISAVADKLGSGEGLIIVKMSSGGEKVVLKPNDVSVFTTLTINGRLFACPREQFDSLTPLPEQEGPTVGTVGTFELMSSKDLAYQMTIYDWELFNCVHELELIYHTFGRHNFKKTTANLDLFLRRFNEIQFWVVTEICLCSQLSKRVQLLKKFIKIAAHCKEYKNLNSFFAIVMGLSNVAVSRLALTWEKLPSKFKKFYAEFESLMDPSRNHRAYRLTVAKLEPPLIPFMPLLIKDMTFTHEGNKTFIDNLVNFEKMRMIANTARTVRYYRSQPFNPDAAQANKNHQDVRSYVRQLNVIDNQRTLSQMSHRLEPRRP
Nrf2 activator = Nrf2 pathway activation; AREc32 ARE-luciferase reporter (MCF7-derived line), luminescence, 24 h; Potency, µM (doses to about 46.1 µM), without a hit: at the highest dose activation, hits mostly activators; 410,000 tested, 0.31% active; AID 624171; also: % of control where 0% means no effect; nearly all actives have a fitted effect of over 65% in size
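For detection, Steady-Glo was added and plates sat 30 min at RT; before that, AREc32_Fluc cells grown overnight in OPTI-MEM/5% FBS had been treated with 23 nL compound for 24 hr at 37 deg C.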
A549 tox = counter-screen for Nrf2 inhibitors: cytotoxicity in A549 cells; A549 ARE-Fluc cells, CellTiter-Fluor viability, 18-24 h; Potency, µM (series often up to 46 µM), inactives show at the highest dose activity change, negative = cytotoxicity, usual class: inhibitors; 390,000 tested, 0.16% active; also: % is scaled to controls: 0 for no effect and ±100 for the full control effect
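A549 ARE_Fluc cells in 5% FBS OPTI-MEM were exposed to compounds in concentration-response for 18-24 h at 37 deg C. Viability was read by CellTiter-Fluor fluorescence (Ex 405/Em 525) after 30 min, before the luciferase read.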
MCF10A rereplic = induces DNA re-replication in MCF 10a normal breast cells | 350,000 tested, 2.9% active | AID 624296 | MCF 10A DNA re-replication, Hoechst nuclear intensity, 48 h | Potency, µM (titrated, usually from 46.1 µM), for the others: at the top dose activity, positive = re-replication, hits mostly activators; also: % of control where 0% means no effect; nearly all actives have a fitted effect of over 50% in size
S2 tox = reduces viability in counter-screen for ATXN expression inhibitors; 400,000 tested, 0.49% active; Potency, µM (titrated, usually from 56.7 µM), hits mostly cytotoxic; S2 cells (HEK-293 line with an ATXN2-luciferase reporter) viability, CellTiter-Fluor protease fluorescence, 24 h; also: nearly all actives have a fitted effect of over 40% in size
HepG2 tox = counter-screen for TGF-b inhibitors: cytotoxicity in HepG2 cells; HepG2 CAGA-GFP viability, ATP luminescence, 18 h; Potency, µM (top dose mostly 46.1 µM), without a hit: at the top dose activity change, negative = cytotoxicity, actives largely listed as cytotoxic; 410,000 tested, 0.76% active; also: some results filed as inactive show a strong effect at the top dose
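CellTiter-Glo luminescence gave cytotoxicity after 18 hours at 37 degrees C. The cells were HepG2 CAGA-GFP in 1% FBS DMEM, stimulated with 500 pg/mL TGF-beta after compound addition. %Activity was normalised to no-cell wells (complete cell-killing) and DMSO (no toxicity), and curves were fitted and classified.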
* marks the source's active call; other numbers are inactive results; i = inactive; ? = inconclusive; . = not tested or not shown; [ ] = dose if it differs, or a comment. Calls follow the shape of the dose curve; as a rule, active = well fitted curve in the direction sought with a large enough effect; inconclusive = small, poorly fitted or top-dose-only effect, or another doubt; inactive = no such curve, though single readings can be large; an effect the other way counts as inactive or inconclusive. Potency is read from the fitted curve at half-maximal effect. Some of the compounds tested (hit frequency here may not be typical).

Sample of the layout (2 entries):
SMILES	Nrf2 block	TGFb SMAD3 inh	ATXN2 expr inh	EPAC2 antag	Nrf2 activator	A549 tox	MCF10A rereplic	S2 tox	HepG2 tox
CCc1nn2c(=O)cc(COc3ccc(/C=C(\C#N)C(=O)Nc4ccc(F)cc4)cc3OC)nc2s1	13%	4%	0%	.	-0.2%	-6%	.	i	7%
CC(=O)Nc1ccc(NC(=O)CN2CCCC(C)C2)c(Cl)c1 (configuration not stated)	?	10%	29%	2%	2.9%	-5%	-3%	i	5%

All compounds of this part (from the top)
SMILES	Nrf2 block	TGFb SMAD3 inh	ATXN2 expr inh	EPAC2 antag	Nrf2 activator	A549 tox	MCF10A rereplic	S2 tox	HepG2 tox
CCc1nn2c(=O)cc(COc3ccc(/C=C(\C#N)C(=O)Nc4ccc(F)cc4)cc3OC)nc2s1	13%	4%	0%	.	-0.2%	-6%	.	i	7%
CC(=O)Nc1ccc(NC(=O)CN2CCCC(C)C2)c(Cl)c1 (configuration not stated)	?	10%	29%	2%	2.9%	-5%	-3%	i	5%
Cc1ccc(S(=O)(=O)Nc2ccc(NC(=O)Nc3cccc(C(F)(F)F)c3)cc2)cc1	18µM*	16µM*	?	-9%	-2.9%	?	?	?	18µM*
COc1ccc(CN2C(=O)c3cccnc3C2=O)cc1S(=O)(=O)NC(C)C	2%	-6%	-6%	-2%	-0.8%	1%	-5%	i	0%
CN(C(=O)Cn1nc(Cc2cccnc2)c2ccccc2c1=O)c1cccc(C(F)(F)F)c1	-11%	?	.	.	-0.3%	-2%	.	.	-35%
CCn1c(=O)c(CCC(=O)N2CCN(c3ccccn3)CC2)c(C)c2c(C)nn(-c3ccccc3)c21	-16%	7%	-30%	-16%	0.2%	1%	4%	i	-1%
O=C(O)CSc1nc2c(cnn2-c2ccccc2)c(=O)n1-c1ccc(Br)cc1	13%	-21%	-1%	6%	-0.4%	3%	0%	i	1%
CC1=CC2=NC(=O)/C(=C/c3coc4ccc(Cl)cc4c3=O)C(=N)N2O1	1%	28%	-24%	46%[activator]	0.1%	-14%	-26%	.	-20%
Cc1ccc(NC(=O)CSc2nc3c([nH]c4ccccc43)c(=O)n2-c2ccccc2)c(C)c1	.	-17%	.	.	5.7%	-13%	.	.	-32%
Cc1ccc(C23CC4CC(CC(C(=O)NC(C(=O)O)C(C)C)(C4)C2)C3)cc1 (configuration not stated)	-10%	-12%	-1%	5%	0.3%[9.22 µM]	0%	-16%	i	-17%
COc1cc(F)cc(C2=CC(=O)C[C@H](c3ccc(F)cc3)C2)c1	-5%	-26%	-19%	-8%	5.4%	6%	?	i	-7%
C[C@@]12C(=O)N(c3cccc(F)c3)C(=O)N1[C@@H]1c3ccccc3OC[C@@H]1[C@H]2c1ccccc1	?	-12%	-5%	-6%	-0.6%	-6%	17%	i	-16%
COc1cc(Cl)nn(-c2ccccc2)c1=O	3%	7%	-15%	13%	-0.3%	-2%	0%	i	8%
CN1CCN(S(=O)(=O)c2ccc(NC(=O)c3ccc(F)cc3Cl)cc2)CC1	-21%	14%	-8%	-3%	-0.1%	6%	2%	i	2%
CN1C(=O)C(CC(=O)Nc2ccc(F)cc2)N(Cc2cccs2)C1=S (configuration not stated)	-1%	-5%	-22%	1%	0.4%	0%	5%	i	-46%
CC(=O)N1CCc2cc(S(=O)(=O)NCCCN3CCCCC3)ccc21	1%	-3%	0%	-3%	-0.1%	2%	0%	i	-1%
CC(C)(C)Nc1nc(Oc2ccc(=O)[nH]n2)nc(N2CCOCC2)n1	-13%	-18%	17%	-1%	-0.2%	-8%	?	i	7%
CC(O)c1cccc(NC2=CC(=O)CC(C)(C)C2)c1 (configuration not stated)	21%	-1%	1%	-3%	-0.3%	10%	0%	i	-11%
Cc1ccc(OCCCCNC(C)(C)C)c([N+](=O)[O-])c1	12%	-3%	-12%	-7%	-0.1%	-3%	-5%	i	-22%
CCCNC(=O)Cn1c(=O)/c(=C\c2ccc(-c3ccc([N+](=O)[O-])cc3)o2)s/c1=C\C(=O)C(C)(C)C	7%	39%[activator]	-23%	?	3.3%	2%	9%	.	2%
Cc1cc(Cl)ccc1OCc1nnc(-c2ccccc2C)o1	?	-19%	22%	3%	4.0%	1%	16%	i	0%
CCSc1nnc(NC(=O)COc2ccccc2[N+](=O)[O-])s1	6%	5%	57%[activator]	-11%	6.9%	-8%	-24%	i	-21%
N#Cc1ccccc1Sc1ccccc1C(=O)Nc1ccc2ccccc2c1	-30%	-13%	.	12%	-0.8%	0%	?	i	-13%
CCCn1nc(NC(=O)COC)c2cc3cccc(C)c3nc21	-3%	9%	.	3%	4.7%	4%	10%	.	4%
O=C(CSc1ncn[nH]1)c1ccc2c(c1)OCCO2	.	-4%	25%	4%	2.2%	1%	-5%	i	-9%

Next part
SMILES	Nrf2 block	TGFb SMAD3 inh	ATXN2 expr inh	EPAC2 antag	Nrf2 activator	A549 tox	MCF10A rereplic	S2 tox	HepG2 tox
COCc1nnc(NC(=O)C23CC4CC(CC(C4)C2)C3)s1	-1%	38%[activator]	8%	6%	3.6%	-3%	2%	i	0%
COc1cc2nc(COc3ccccc3[N+](=O)[O-])oc(=O)c2cc1OC	-6%	-2%	-5%	2%	3.9%	6%	11%	i	-2%
COc1ccc(CNc2cccc3[nH]c(C(F)(F)F)nc23)cc1	?	?	-26%	15%	0.1%	-8%	43%	i	-25%
O=C(COc1ccc(F)cc1)N1CCC(c2ccccc2)C1 (configuration not stated)	23%	-5%	49%[activator]	0%	0.2%	4%	1%	i	2%
CC1(C)CC(NC(=O)COc2ccc3ccccc3c2)CC(C)(C)N1	-2%	2%	0%	-4%	0.1%	6%	-5%	i	-4%
CSc1ccccc1NC(=O)c1cc2c(=O)n3ccccc3nc2s1	-1%	24%	-8%	-2%	0.3%	0%	?	i	-1%
Cc1ccc(NC(=O)C(C)OC(=O)C2CC3CCCC(C2)C3=O)cc1S(=O)(=O)N1CCOCC1 (configuration not stated)	2%	-14%	9%	10%	-0.5%	-3%	4%	i	-1%
COC(=O)CCC(=O)c1ccn(S(=O)(=O)c2ccccc2)c1	-14%	0%	-8%	1%	-0.3%	2%	-7%	i	1%
CCOc1ccccc1C(=O)Nc1c(C(=O)Nc2ccc(F)cc2)oc2ccccc12	12%	?	4%	.	-0.9%	-11%	.	?	8%
CC(C)Nc1nc(-c2cccnc2)nc(-c2ccc(Cl)cc2)c1C#N	-11%	22%	-19%	7%	4.4%	-5%	23µM*	i	2%
C=Cn1nc(C)c2ccccc2c1=O	.	?	3%	5%	-0.3%	5%	-2%	i	4%
COCCCNC(=S)N/N=C/c1ccc(O)cc1O	-6%	1%	-4%	4%	5.3%	2%	-1%	.	13%
CN(C)c1ccc(CN(Cc2ccco2)C(=O)COc2ccc(F)cc2)cc1	?	.	.	.	4.5%	1%	.	.	-13%
O=c1c2cc(F)ccc2sn1-c1ccccc1Cl	.	?	?	-16%	?	.	.	22µM*	-57%
CC1Sc2ccc(C(=O)NCc3ccccn3)cc2NC1=O (configuration not stated)	-3%	?	?	-1%	0.2%	0%	?	i	-38%
CCCC(C)C(=O)Nc1ccc(Cl)cn1 (configuration not stated)	-18%	-7%	14%	-3%	0.2%	1%	-3%	i	-19%
COc1ccc(NCc2cc3cc4c(cc3n(CC(=O)Nc3ccc(F)cc3F)c2=O)OCO4)cc1	-4%	-15%	.	.	1.7%	-12%	.	.	-20%
CC(=O)c1cccc(NC(=O)C(C)Sc2nnc3ccccn23)c1 (configuration not stated)	.	-11%	.	6%	0.5%	.	.	i	-22%
CCNC(=O)C1(C)CCCN(C(=O)c2cc(-c3cccs3)oc2C)C1 (configuration not stated)	.	11%	11%	5%	?	.	.	i	-20%
COc1ccccc1C(c1nnnn1Cc1ccccc1)N1CCN(c2nc3ccccc3s2)CC1 (configuration not stated)	.	-8%	-19%	0%	0.5%	-18%	17%	i	-3%
C=CCn1c(SCC(=O)c2c(N)n(C3CC3)c(=O)[nH]c2=O)nnc1-c1ccoc1C	3%	7%	8%	1%	-0.2%	-2%	22%	i	4%
O=C(Nc1nc2ccc(Cl)cc2s1)c1cc(=O)c2ccccc2o1	24%	7%	17%	.	12%	-8%	.	i	-2%
CN(c1ccccc1)S(=O)(=O)c1cccc(NC(=O)C2=NN(c3ccccc3)C(=O)CC2)c1	21µM*	?	.	0%	4.0%	-15%	9%	?	-14%
CC1CCC(CN2C(Nc3ccccc3)=NC[C@@H]2Cc2ccccc2)CC1 (some centres not stated)	12%	-7%	16µM*	-13%	-3.0%	-29%	3%	?	-37%
O=c1c2cnn(-c3ccccc3)c2ncn1Cc1ccccc1	?	22%	-8%	-1%	2.3%	0%	-1%	i	-12%
Cc1ccc(Cn2ccc(NC(=O)c3cc(-c4cccc(Cl)c4)on3)n2)cc1	21µM*	-7%	-20%	-1%	-0.2%	?	?	?	-8%
CCCCCCOc1ccc(N2C(=O)CC(N3CCC(C(=O)OCC)CC3)C2=O)cc1 (configuration not stated)	?	-6%	-11%	-4%	0.0%	-3%	-5%	i	-14%
CCOC(=O)CNC(=O)CSc1nnc(Cn2c(=O)sc3ccccc32)n1C	1%	7%	2%	0%	-0.1%	6%	9%	i	-3%
O=C(NCc1ccc(Cl)cc1)c1cccc(NC2=NC3CS(=O)(=O)CC3S2)c1 (configuration not stated)	7%	0%	-4%	8%	-0.2%	-4%	-6%	i	2%
CCN(CC)S(=O)(=O)c1ccc(OC)c(NC(=O)c2ccc(N3CCCC3=O)cc2)c1	-1%	-1%	-2%	-1%	-0.3%	-7%	-8%	i	2%

Shown as labelled records: two of the compounds above
CC1Sc2ccc(C(=O)NCc3ccccn3)cc2NC1=O (configuration not stated)
- Nrf2 block: -3%
- TGFb SMAD3 inh: ?
- ATXN2 expr inh: ?
- EPAC2 antag: -1%
- Nrf2 activator: 0.2%
- A549 tox: 0%
- MCF10A rereplic: ?
- S2 tox: i
- HepG2 tox: -38%

O=C(NCc1ccc(Cl)cc1)c1cccc(NC2=NC3CS(=O)(=O)CC3S2)c1 (configuration not stated)
- Nrf2 block: 7%
- TGFb SMAD3 inh: 0%
- ATXN2 expr inh: -4%
- EPAC2 antag: 8%
- Nrf2 activator: -0.2%
- A549 tox: -4%
- MCF10A rereplic: -6%
- S2 tox: i
- HepG2 tox: 2%
